Myeloid diff MLP: myeloid differentiation induction; ER-HoxA9 myeloid progenitors, lysozyme-GFP differentiation, flow cytometry; calls only at 10 µM; 360,000 compounds, 1% hits;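 active = normalized GFP-positive differentiation at or above the plate's own cutoff, the solvent-only control mean plus 3 SD; inconclusive = no clear call, values can overlap the other calls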;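 also: cells exposed to compound for four days before flow analysis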
Myeloid diff MLP GFP+ MAC1+ %: recorded beside Myeloid diff MLP, whose call it bears; GFP+ MAC1+ double positive, %; measured here: differentiation confirmed by MAC1 staining
* = called active by the depositor; i = inactive; ? = inconclusive; nt = no result given. Only part of the results is shown; rates above refer to the full screens.

Structure	Myeloid diff MLP	Myeloid diff MLP GFP+ MAC1+ %
CC(NCCCSc1ccccc1)C(O)c1ccc(O)cc1 (configuration not stated)	i	0.9
O=C1NN=C(c2ccccc2)C1Cc1ccccc1 (configuration not stated)	i	0.7
COc1ccc(OC)c(NC(=O)Nc2nc(CN(C)C)cs2)c1	i	0.6
COC(=O)C1(NC(=O)CNC(=O)OCc2ccccc2)CCCC1	i	1.3
O=C(NC1CCCC1)C1C(c2ccc(C(F)(F)F)cc2)=Nc2ccccc2N1C(=O)c1cc2ccccc2[nH]1 (configuration not stated)	i	4.3
O=C1CSC(=S)N1N=Cc1c(O)ccc2ccccc12	i	2.3
COCC(=O)N1CCCC(C)(C(=O)Nc2cccc(Oc3ccccc3)c2)C1 (configuration not stated)	i	0.6
COc1ccccc1[C@@H]1C(c2ccccc2)=NN(c2ccccc2)[C@H]1C(=O)N1CCOC1=O	i	0.8
O=C1CN(C(=O)COC(=O)c2ccc(Cl)cc2)c2ccccc2N1	i	1.3
CC(C)NC(=O)N[C@H]1CC[C@H](CC(=O)NCc2ccc(Oc3ccccc3)cc2)O[C@@H]1CO	i	1.1
Cc1ccc(S(=O)(=O)N(C)C[C@@H]2Oc3ncc(Br)cc3C(=O)N([C@H](C)CO)C[C@H]2C)cc1	i	0.6
CC(=O)OCC(O)C1(O)CCC2C3CCC4=CC(=O)CCC4(C)C3C(O)CC21C (configuration not stated)	i	3.7
CC(Sc1ncnc2sccc12)C(=O)Nc1ccc(S(=O)(=O)N2CCOCC2)cc1 (configuration not stated)	i	0.6
O=S(=O)(CCNCc1ccco1)NCc1ccccc1	i	0.5
CC(C)(C)S(=O)(=O)N1Cc2cc(=O)n(Cc3ccccc3)c(CCO)c2[C@H]1CCO	i	0.7
O=C1c2ccccc2-c2ccccc2NC1O (configuration not stated)	i	0.9
CC1(C(=O)Nc2cccc(C#N)c2)CCN1C(=O)C1(c2ccccc2)CC1 (configuration not stated)	i	0.7
Cc1ncccc1C(=O)N1CCCC(c2cc(C(=O)Nc3ccc(C(C)(C)C)cc3)no2)C1 (configuration not stated)	i	1.2
CCc1ccc([C@@H]2C[C@H]3[C@@H](CN2S(=O)(=O)c2ccc(C)cc2)C(=O)C[C@@H](c2ccccc2F)N3S(=O)(=O)c2ccc(C)cc2)cc1	i	9.3
N#CC(=Nc1ccccc1)c1ccccc1	i	1.5
Nc1ncnc2c1ncn2[C@@H]1O[C@H](C(=O)N2CCSC2)[C@@H](O)[C@H]1O	i	0.8
Cn1c(=O)c2[nH]c(Cc3ccsc3)nc2n(C)c1=O	i	1.3
O=C(c1ccco1)N1CCN(C(=O)c2cn(-c3ccccc3)nc2-c2ccc(F)cc2)CC1	i	0.7
Cc1noc(C)c1S(=O)(=O)N1CCCCC1c1cc(C(=O)Nc2cccc3c2CCCC3)no1 (configuration not stated)	i	0.4
COc1ccccc1-c1cnc(C(O)c2ccc(C)cc2C)[nH]1 (configuration not stated)	i	1.2
CCCNC(=O)C1(C)CCN(C(=O)COCc2ccccc2)C1 (configuration not stated)	i	2.0
CC(=O)Nc1cccc(-c2nc3ccccc3n2C(C(=O)NC(C)(C)C)C2CC2)c1 (configuration not stated)	i	1.2
CC(=O)c1ccc(OC2(C)CCN(Cc3ccc4c(c3)OCCO4)C2)cc1 (configuration not stated)	i	1.0
CSc1ccccc1C(=O)C1CCCN(C(=O)c2cccc(Cn3cccn3)c2)C1 (configuration not stated)	i	0.5
C[C@@H]1CN([C@@H](C)CO)S(=O)(=O)c2ccc(Br)cc2O[C@H]1CN(C)C(=O)Cc1cccnc1	i	0.7
CCOC(=O)C(=O)N(C)c1c(CC)nc2c(OCc3ccccc3C)cccn12	i	0.9
CCCCN(C(=O)c1cc(S(=O)(=O)N2CCCCC2)ccc1Cl)c1c(N)n(CC(C)C)c(=O)[nH]c1=O	i	1.0
COC(=O)N(C)C[C@@H]1OCc2cnnn2CCCC(=O)N([C@@H](C)CO)C[C@@H]1C	i	0.6
CCOC(=O)c1[nH]c(=S)[nH]c1C	i	0.3
COc1ccc(NC(=O)CN2C(=O)NC3(CCCCCCC3)C2=O)cc1	i	0.5
Cn1c(NCc2ccccc2)nc2cc(-c3cccc(C(F)(F)F)c3)sc2c1=O	i	0.8
Cc1ccc(S(=O)(=O)n2cc(CO)c3ccccc32)cc1	i	0.6
Cc1ccccc1-n1nc2c(c1NC(=O)C1CC1)CS(=O)(=O)C2	i	1.0
O=C(Nc1ccc2c(c1)OCCO2)C(C1CC1)N1CCN(c2ccc(F)cc2)CC1 (configuration not stated)	i	0.5
CC1(C(=O)NC2CCCCCC2)CCN1C(=O)Cc1ccc(-c2ccccc2)cc1 (configuration not stated)	i	0.5
O=C(O)C1C2OC(C(Br)C2Br)C1C(=O)O (configuration not stated)	i	0.8
Cc1ccc([C@H]2N[C@]3(CCCN(Cc4ccc(Cl)cc4)C3=O)[C@H]3C(=O)N(C)C(=O)[C@@H]23)cc1	i	0.4
COC(=O)[C@]1(Sc2ccc(C)cc2)CC(=O)N[C@@H]1c1ccco1	i	0.3
CC(C)(C)c1ccc(S(=O)(=O)NC(=O)C2(C)CCN2C(=O)CC2CCCCC2)cc1 (configuration not stated)	i	0.6
COc1ccccc1-c1noc2c1C(=O)N(Cc1cn(-c3ccc(Cl)cc3)nn1)CC2	i	1.1
COc1cccc(CN(C)CC(=O)Nc2cccc(S(=O)(=O)N(C)c3ccccc3)c2)c1OC	i	1.1
CC1(CNC(=O)C(=O)NCC2(C)CO2)CO1 (configuration not stated)	?	nt
C#CCNC(=O)C[C@@H]1C[C@@]2(C(=O)OCC)CCC=C2N(Cc2ccc3c(c2)OCO3)C1=O	i	0.2
CCCCCNC(=O)C(c1cccc2ccccc12)n1c(=O)c(-c2cc3ccccc3[nH]2)nc2ccccc21 (configuration not stated)	i	2.7
COC(=O)[C@@]12C[C@@H](CC(=O)NCC34CC5CC(CC(C5)C3)C4)C(=O)N(Cc3ccccc3)C1=CCC(C)(C)C2	i	1.2

Additional records
Structure	Myeloid diff MLP	Myeloid diff MLP GFP+ MAC1+ %
O=S(=O)(NCc1ccccc1)c1ccccc1NCCc1ccccc1	i	0.9
CCN(C(=O)COC(=O)CNS(=O)(=O)c1ccc(C)cc1)C1CCS(=O)(=O)C1 (configuration not stated)	i	0.6
CC1(C(=O)NS(=O)(=O)C2CC2)CCCN(C(=O)CSc2ccccc2)C1 (configuration not stated)	i	0.8
Nc1ccn([C@@H]2O[C@H](C(=O)N(CCC3=CCCCC3)CC3CC3)[C@@H](O)[C@H]2O)c(=O)n1	i	0.2
COc1ccc(NC(=O)C[C@H]2C(=O)N(c3ccc(Br)cc3)C[C@@H]2CSC)cc1	i	1.2
COc1ccc(-c2csc(C(C#N)=C(O)CSc3nccn3C)n2)cc1OC	?	nt
CC(C)NC(=O)C1(C)CCCN1Cc1csc2ccccc12 (configuration not stated)	i	1.7
CN1CCOc2c1cnn(CCO)c2=O	i	1.6
S=c1[nH]nc(SCc2ccccc2)c2[nH]cnc12	i	1.7
CCCCc1nc2ccc(F)cc2cc1C	i	0.5
COc1ccc(Cl)cc1NS(=O)(=O)c1cccc(C(=O)NCCCN2CCOCC2)c1	i	0.9
C[C@H](NC(=O)[C@@H]1CCCN1C(=O)[C@@H]1CCCN1C(=O)OC(C)(C)C)c1ccccc1	i	0.8
Cc1cc(C)nc(NS(=O)(=O)c2ccc(NS(=O)(=O)c3ccc(F)c(F)c3)cc2)n1	i	0.5
COc1ccccc1CNc1nc2cc(-c3sccc3C)sc2c(=O)n1C	i	0.8
CCCc1c(C(=O)N/N=C(\C)c2cccnc2)nnn1-c1nonc1N	i	0.4
O=C1C=C(OCCF)CC(c2cccc([N+](=O)[O-])c2)O1 (configuration not stated)	i	3.4
O=C(COc1ccccc1O)NC1CCCC1	i	0.8
CCc1nc2ccc(C(=O)N3CCN(c4ccccc4)CC3)cn2c1N(CCC(C)C)CCN(C)C	i	1.8
CCOc1ccc(CCN2C(=O)C(=O)N([C@@H](Cc3ccc(O)cc3)CN3CCC[C@H]3CN3C(=O)C(=O)NC[C@@H]3CC(C)C)C[C@@H]2Cc2ccccc2)cc1	i	1.0
COc1ccc(NC(=O)c2cc3ccccc3oc2=O)cc1	i	0.9
CCOC(=O)N1CCN(C(C(=O)NC2CCCC2)c2cccc(OC)c2OC)CC1 (configuration not stated)	i	4.2
C#CCNC(=O)C[C@@H]1C[C@@]2(C(=O)OCC)CCCC=C2N(Cc2cccc3ccccc23)C1=O	i	1.0
CCc1ccc(C(=O)NNC(=O)c2cccc(S(=O)(=O)N3CCN(C)CC3)c2)cc1	i	1.2
O=C(NCc1ccccc1)c1ccc(-c2cn[nH]c2)c2ccoc12	i	1.2
O=S1(=O)N[C@@H](Cc2ccccc2)COc2ccc(Cl)cc21	i	0.5
O=C(NC1CC1)c1[nH]c(C(F)(F)F)nc1-c1ccccc1	i	1.4
CC1OC(CCc2cccc(Cl)c2)Cc2[nH][nH]c(=O)c21 (configuration not stated)	i	1.4
COc1ccc(C2=Nc3ccccc3NC(=O)C2N(CCc2ccccc2)C(=O)c2cccs2)cc1 (configuration not stated)	i	0.9
O=S(=O)(c1cc(C(F)(F)F)ccc1Cl)N1CCN(c2ncnc3ccccc23)CC1	i	0.9
COc1ccc(Cl)c2sc(N(CCN(C)C)C(=O)C3=COCCO3)nc12	i	1.0
Cc1ccc2c(c1)N(CC(=O)Nc1nccs1)C(=O)CO2	i	0.8
CCOC(=O)[C@H]1[C@H]2COc3ccc(Br)cc3[C@H]2N2C(=O)CN(CCc3c[nH]c4ccccc34)C(=O)[C@@]12C	i	0.7
COCCN(C(=O)Cc1ccc(S(=O)(=O)N2CCOCC2)s1)c1c(N)n(CC(C)C)c(=O)[nH]c1=O	i	0.6
CCN(CC(=O)Nc1c(F)cccc1F)C(=O)c1ccc2c(c1)C(=O)N(c1ccccc1C)C2=O	i	2.3
O=S1(=O)CCN(CCc2ccccc2)CC1	i	0.3
CC1(C(=O)NCc2ccc(C(F)(F)F)cc2)CCN1Cc1cc2ccccc2o1 (configuration not stated)	i	1.6
COc1ccc(NC(=O)C2(C)CCN2Cc2ccc(OC)c3ccccc23)cc1OC (configuration not stated)	i	0.6
O=C(CC[C@H]1O[C@@H](n2cnc3c(NC(=O)c4ccccc4)ncnc32)[C@H](O)[C@@H]1O)NCc1cccs1	i	0.9
Cn1ncc(=S)[nH]c1=S	i	0.8
CC(C)N1C(=O)NC2NC(=O)N(C(C)C)C21 (configuration not stated)	i	1.1
CCN(c1ccccc1)S(=O)(=O)c1ccc(OCC(F)(F)F)c(NC(=O)c2ccc(=O)[nH]c2)c1	i	0.5
COCCNc1nc(NCc2cccc(OC)c2)c2sccc2n1	i	1.5
COc1ccc(S(=O)(=O)N2CCCCC2)cc1NC(=O)Cc1ccc(Br)cc1	i	0.7
CC1(C(=O)NS(=O)(=O)c2ccc(Cl)cc2)CCN1C(=O)c1ccco1 (configuration not stated)	i	0.8
CC(CN1CCN(CC(C)C(=O)c2ccccc2)CC1)C(=O)c1ccccc1 (configuration not stated)	i	1.7
C/C=C/c1cccc(-c2nc(C(=O)N3CCOCC3)cc3c2[C@H](CCO)N(C(=O)NC(C)C)C3)c1	i	1.2
Nc1nc(-c2ccccc2)c(CCCOc2ccc([N+](=O)[O-])cc2)c(=O)[nH]1	i	1.0
CCC[C@H]1CN(Cc2ccccc2)C(=O)[C@@H]1CC(=O)NC	i	0.3
CC(C)(C)OC(=O)N1O[C@H]2CC1[C@@H]1[C@@H]2N=NN1CCc1ccncc1	i	4.3
CCOc1ccc(NC(=O)CSc2nc3cc(C(=O)NCC4CCCO4)ccc3c(=O)n2CC2CCCO2)cc1 (configuration not stated)	i	0.4

The list goes on:
Structure	Myeloid diff MLP	Myeloid diff MLP GFP+ MAC1+ %
CC1(C(=O)NS(=O)(=O)C2CC2)CCN(C(=O)c2ccccc2OC(F)(F)F)C1 (configuration not stated)	i	0.8
COC(=O)[C@@]12C[C@@H](CC(=O)N3CCN(C(=O)c4ccco4)CC3)C(=O)N(Cc3ccccc3)C1=CCC(C)(C)C2	i	2.1
CN(C)c1ccc(/C=C/CNC[C@H]2O[C@@H](n3ccc(N)nc3=O)[C@H](O)[C@@H]2O)cc1	i	0.6
Cc1ccc(S(=O)(=O)NC(=O)NC2=NC(C)(C)N(c3ccc(Cl)c(Cl)c3)C(N)=N2)cc1	?	nt
CC(=O)Nc1cc(-c2cccc(NS(C)(=O)=O)c2)cn2c(-c3cccc(C(C)=O)c3)cnc12	i	1.0
CC(C)C(=O)N[C@@H]1c2ccccc2CC[C@H]1OCc1ccccc1	i	1.0

Fetched one by one from the entries so far, 7 records:
Structure	Myeloid diff MLP	Myeloid diff MLP GFP+ MAC1+ %
CC(C)NC(=O)C1(C)CCCN1Cc1csc2ccccc12 (configuration not stated)	i	1.7
COC(=O)[C@@]12C[C@@H](CC(=O)NCC34CC5CC(CC(C5)C3)C4)C(=O)N(Cc3ccccc3)C1=CCC(C)(C)C2	i	1.2
CCCCN(C(=O)c1cc(S(=O)(=O)N2CCCCC2)ccc1Cl)c1c(N)n(CC(C)C)c(=O)[nH]c1=O	i	1.0
S=c1[nH]nc(SCc2ccccc2)c2[nH]cnc12	i	1.7
CC1(C(=O)NS(=O)(=O)C2CC2)CCCN(C(=O)CSc2ccccc2)C1 (configuration not stated)	i	0.8
CCc1nc2ccc(C(=O)N3CCN(c4ccccc4)CC3)cn2c1N(CCC(C)C)CCN(C)C	i	1.8
CC1(CNC(=O)C(=O)NCC2(C)CO2)CO1 (configuration not stated)	?	nt

Compound activity deposited in PubChem BioAssay by NMMLSC.
